Rhodamine autofl: compound fluoresces in the rhodamine spectral region; Rhodamine-region fluorescence, 547/598 nm, Tris buffer; active compounds read high; AID 594; actives 0.05% (n = 59,000); max dye-equivalent concentration, M; in the data active = max dye-equivalent concentration above about 11 nM; inconclusive = between about 1.1 nM and that limit
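Steps: pin-transfer compounds into pH 8.0 Tris (100 mM), hold 15 min at room temperature, image with a 547/598 nm filter pair, and convert intensities to rhodamine-equivalent concentration using a six-point on-plate rhodamine series.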
A350 fluor: compounds fluorescent in Alexa 350 spectral region | max dye-equivalent concentration, M | actives 11% (n = 59,000) | Compound autofluorescence, 340/450 nm, Alexa 350 dye-equivalents; active compounds read high; in the data active = max dye-equivalent concentration above about 10 nM; inconclusive = mostly about 1.1 nM to 9.6 nM
ERK AVP block: blocks ERK signaling stimulated by vasopressin; HEK293-V1b, vasopressin-stimulated pERK AlphaScreen; Potency, µM (titrated, usually from 57.5 µM), without a hit: top-dose activity, negative = inhibition, most hits filed as inhibitors; actives 0.99% (n = 72,000); AID 995; also: potency is read from the fitted curve at half-maximal effect; % is scaled to controls: 0 for no effect and ±100 for the full control effect; nearly all actives have a fitted effect of over 55% in size
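HEK293 cells stably expressing V1b receptor, preincubated 30 min at 37 °C with compound, then stimulated 5 min with 25 nM vasopressin. Phospho-ERK by AlphaScreen SureFire after 5 h RT; normalized to DMSO and vasopressin; AC50 by Hill fit.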
Caspase-7 inhib: caspase-7 (human) inhibition, allosteric or competitive | P55210 | recombinant caspase-7, Ac-DEVD-AFC fluorescence rate | Potency, µM (top dose mostly 57.5 µM), for the others: at the top dose activity change, negative = inhibition, actives largely listed as inhibitors | actives 0.02% (n = 75,000) | AID 889; active = well fitted inhibition curve with a large enough effect in the main read-out, with a control signal flat, not every such curve was filed as active; inconclusive = small, poorly fitted or top-dose-only effect, or a change in a side signal; also: potency is read from the fitted curve at half-maximal effect; % of control where 0% means no effect
Fluorescein fluor: fluorescein region autofluorescence | Compound autofluorescence, 480/540 nm, fluorescein-equivalent; active compounds read high | max fluorescein-equivalent concentration, M | actives 0.91% (n = 59,000); in the data active = max fluorescein-equivalent concentration above about 10 nM; inconclusive = between about 1.1 nM and that limit
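Autofluorescence profiling; 100 mM Tris, pH 8.0; incubation 15 min at RT; ex/em 480/540 nm; result as fluorescein-equivalent concentration.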
Casp1 inh: allosteric or competitive inhibitors of human caspase-1; P29466; Caspase-1 enzyme, Ac-WEHD-AFC fluorogenic rate; Potency, µM (top dose mostly 57.5 µM), for inactives: at the highest dose activity change, negative = inhibition, actives largely listed as inhibitors; actives 0.03% (n = 75,000); AID 900;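 also: potency is read from the fitted curve at half-maximal effect; plate controls were vehicle for no effect and no substrate for full effect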
Tau fil binding: binds recombinant human tau filaments. P10636. recombinant tau filaments, thioflavin S fluorescence, 15 h; filaments grown with octadecylsulfate alongside compound. Potency, µM (top dose mostly 57.1 µM), for inactives: top-dose activity change, negative = inhibition. actives 2% (n = 71,000). AID 596;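 also: potency is read from the fitted curve at half-maximal effect; % is scaled to controls: 0 for no effect and ±100 for the full control effect; actives lower thioflavin S fluorescence by blocking filaments or displacing dye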
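Thioflavine S fluorescence (ex 450, em 510 nm) reports filaments formed from 1 uM human tau plus 30 uM ODS over 15 h at 37 C (10 mM HEPES pH 7.4, 100 mM NaCl, 5 mM DTT); compounds displacing dye or blocking filaments lower signal.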
TexasRed autofl: compound fluoresces in the Texas Red spectral region | Compound fluorescence, Texas Red channel, 547/618 nm; active compounds read high | max dye-equivalent concentration, M | actives 0.06% (n = 59,000) | AID 587; in the data active = max dye-equivalent concentration above about 10 nM; inconclusive = between about 1.1 nM and that limit
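Spectral interference profiling: each compound concentration's relative fluorescence, read with a 547 nm excitation and 618 nm emission filter pair, was normalized to a per-plate Texas Red standard curve.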
FLuc inh: inhibitors of firefly luciferase. actives 2.2% (n = 72,000). P08659. Potency, µM (highest dose often 57.1 µM), for the others: at the top dose activity change, negative = inhibition, usual class: inhibitors. purified firefly luciferase, luminescence, 8 min. AID 411; also: potency is read from the fitted curve at half-maximal effect; % is scaled to controls: 0 for no effect and ±100 for the full control effect; nearly all actives have a fitted effect of over 40% in size
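Titration-based qHTS; buffer 50 mM imidazole pH 7.2, 50 mM KCl, 7 mM MgCl2, 10 uM ATP, 0.01% Tween 20, 0.05% BSA; luciferase/luciferin detector mix added after compound; 8 min, ambient; luminescence.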
4MU fluor: compound fluoresces in the 4-MU spectral region; compound autofluorescence, 340/450 nm, 4-MU equivalents; active compounds read high; max dye-equivalent concentration, M; actives 11% (n = 59,000); AID 589; in the data active = max dye-equivalent concentration above about 10 nM; inconclusive = mostly about 1.1 nM to 9.6 nM
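Compounds in 100 mM Tris, pH 8.0, sat 15 min at room temperature before fluorescence was read at 340 nm excitation/450 nm emission; a per-plate six-point 4-MU standard curve converted signals to dye-equivalent concentration at each compound concentration.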
HEK293 cAMP cs: counter-screen for TSHR agonists: cAMP increase in parental HEK293 | Potency, µM (doses to about 57.1 µM), without a hit: at the highest dose activation, hits mostly activators | parental HEK293 CNG cAMP sensor, membrane potential fluorescence | actives 2.5% (n = 73,000); also: potency is read from the fitted curve at half-maximal effect; % of control where 0% means no effect; nearly all actives have a fitted effect of over 55% in size
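Counterscreen for endogenous-receptor signalling: CNG-channel HEK 293 cells report cAMP rise by membrane depolarization. After 60 min dye equilibration with 100 uM RO 20-1724, compounds incubated 30 min before bottom-read fluorescence at 590 nm.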
The depositor's hits bear a star; i = inactive; ? = inconclusive; . = not tested or not shown; [ ] = dose if it differs, or a comment. Unless noted, calls follow the shape of the dose curve; as a rule, active = well fitted curve in the direction sought with a large enough effect; inconclusive = small, poorly fitted or top-dose-only effect, or another doubt; inactive = no such curve, though single readings can be large; an effect the other way counts as inactive or inconclusive. The list is partial (hit frequency here may not be typical).

#	SMILES	Rhodamine autofl	A350 fluor	ERK AVP block	Caspase-7 inhib	Fluorescein fluor	Casp1 inh	Tau fil binding	TexasRed autofl	FLuc inh	4MU fluor	HEK293 cAMP cs
1	COC(=O)C1Cc2c([nH]c3ccccc23)C(C)N1 (stereo not given)	i	?	13%	-3%	i	-8%	-7%	i	2%	?	?
2	CCOC(=O)CC1=C(C(=O)OCC)C(c2cc(OC)c(OC)cc2OC)C(C#N)=C(N)O1 (stereo not given)	i	?	.	.	?	.	.	i	2%[25.5 µM]	i	.
3	COc1ccc(C(=O)N2CCC3(CCCN(c4ccccn4)C3)CC2)cc1	i	i	7%	-1%	i	-3%	8%	i	-1%[11.4 µM]	i	?
4	N/C(CCCN1CCCCC1)=N/O	i	i	.	.	i	.	.	i	5%[25.5 µM]	i	.
5	CC(C)NC(=O)N1CCC2(CC1)CCN(S(=O)(=O)c1ccccc1)CC2	i	i	7%	-1%	i	-7%	-2%	i	1%[11.4 µM]	i	10%
6	Nc1cc(C(Cl)=C(Cl)Cl)c(S(N)(=O)=O)cc1S(N)(=O)=O	i	i	5%	2%	?	3%	11%[25.6 µM]	i	7%[25.5 µM]	i	7%[25.6 µM]
7	Cc1cc(NC(=O)c2cnn3c(C(F)F)cc(-c4ccccc4)nc23)no1	i	?	?	-1%	i	-4%	?	i	3%	?	24%
8	O=C(O)c1cc(NCc2c(F)cccc2Cl)ccc1N1CCOCC1	i	i	-8%	-4%	?	-2%	31%	i	0%	i	?
9	CCCCNC(=O)CCC(=O)Nc1ccc2nc(N3CCOCC3)cc(C)c2c1	i	1.2e-06M*	13%	-2%	i	-4%	-11%	i	?	1.3e-06M*	-3%
10	Cc1nc2sc(C(c3ccco3)N3CCC(C)CC3)c(O)n2n1 (stereo not given)	.	.	.	-2%	.	1%	-9%	.	-1%	.	?
11	O=C(NC1CCCCC1)c1cc(-c2ccco2)on1	i	i	2%	-1%	i	-1%	-14%	i	-13%	i	7%
12	Cc1c(C(=O)O)oc2ccc(S(=O)(=O)NCc3ccccc3)cc12	i	?	6%	-1%	i	-1%	-5%	i	1%	?	1%
13	CCOC(=O)Cc1nnc(NC(=O)CC)s1	i	?	-9%	-2%	?	-1%	-7%	?	3%	i	1%
14	COc1cccc(OC)c1-c1nn2c(-c3ccccc3Cl)nnc2s1	i	i	.	.	i	.	.	i	-1%[25.5 µM]	i	.
15	O=C(c1cc2ccccc2oc1=O)N(Cc1ccco1)C1CCS(=O)(=O)C1 (stereo not given)	i	i	-1%	-3%	?	1%	-12%	?	-16%	i	1%
16	Cc1cccc(C)c1NC(=O)C1(NC(=O)C2CCCN2C(=O)OC(C)(C)C)CCCCC1 (stereo not given)	i	i	13%	-2%	i	1%	4%	i	0%	i	22%
17	C=CCNc1nc(-c2c(C)nc3sccn23)cs1	i	i	?	0%	i	0%	4%	i	-6%	i	11%
18	CCCn1cc(SCC(=O)Nc2nnc(C)s2)c2ccccc21	.	.	.	-1%	.	-2%	57%	.	0%	.	?
19	O=C1Cc2ccccc2C(=O)N1CCc1ccccc1	.	.	6%	6.3µM*	.	5µM*	-1%	.	-27%	.	9%
20	Cc1ccc(C2C(C#N)=C(N)Oc3nc(-c4ccccc4)[nH]c32)o1 (stereo not given)	i	i	11%	0%	i	-2%	-14%	i	0%	i	4%
21	Cc1cc(C)nc(N2CCC(C(=O)NC3CCCc4ccccc43)CC2)n1 (stereo not given)	i	i	7%	2%	?	-2%	37%	i	2%	i	-1%
22	Cc1ccc(S(=O)(=O)c2c(C)nn(C(C)(C)C)c2OC(=O)C(C)(C)C)cc1	i	i	32%	4%	i	0%	-6%	i	-1%	i	?
23	CCOC(=O)N1CCN(C(=O)CS(=O)(=O)c2cn(Cc3ccccc3C)c3ccccc23)CC1	i	i	-28%	1%	i	0%	-9%	i	0%	i	28%
24	CCOC(=O)c1c(C)n(C)c2ccc(OC(=O)c3ccoc3)cc12	i	?	18%	0%	?	-2%	4%	i	0%	i	-2%
25	COc1ccc(S(=O)(=O)N(C)CC(=O)N2CCC(C(N)=O)CC2)cc1	i	i	-14%	1%	i	2%	-2%	?	-4%	i	-3%
26	Cn1cccc1Cc1nnc(SCC(=O)Nc2cccc(F)c2)n1CCc1ccccc1	.	.	?	-8%	.	-4%	50%	.	-3%	.	-1%
27	COc1cc(C(N)=O)cc(Br)c1OC	i	?	-9%	0%	i	2%	-15%	i	1%	i	?
28	Cc1ccc(S(=O)(=O)NCCCNC(=O)c2ccccc2)cc1	i	i	-15%	0%	i	0%	5%	i	3%	i	0%
29	CCOC(=O)C1CSC(CC(=O)Nc2ccc(Cl)cc2)C(=O)N1 (stereo not given)	i	i	-2%	0%	?	0%	-9%	i	4%	i	-2%
30	COc1ccc(Cl)cc1C(=O)Nc1ccccc1N1CCN(C)CC1	i	i	?	0%	i	-1%	21%	i	5%	i	5%

Ordered by molecular weight (highest first): 7 of the compounds above
#	SMILES	Rhodamine autofl	A350 fluor	ERK AVP block	Caspase-7 inhib	Fluorescein fluor	Casp1 inh	Tau fil binding	TexasRed autofl	FLuc inh	4MU fluor	HEK293 cAMP cs
15	O=C(c1cc2ccccc2oc1=O)N(Cc1ccco1)C1CCS(=O)(=O)C1 (stereo not given)	i	i	-1%	-3%	?	1%	-12%	?	-16%	i	1%
6	Nc1cc(C(Cl)=C(Cl)Cl)c(S(N)(=O)=O)cc1S(N)(=O)=O	i	i	5%	2%	?	3%	11%[25.6 µM]	i	7%[25.5 µM]	i	7%[25.6 µM]
21	Cc1cc(C)nc(N2CCC(C(=O)NC3CCCc4ccccc43)CC2)n1 (stereo not given)	i	i	7%	2%	?	-2%	37%	i	2%	i	-1%
29	CCOC(=O)C1CSC(CC(=O)Nc2ccc(Cl)cc2)C(=O)N1 (stereo not given)	i	i	-2%	0%	?	0%	-9%	i	4%	i	-2%
24	CCOC(=O)c1c(C)n(C)c2ccc(OC(=O)c3ccoc3)cc12	i	?	18%	0%	?	-2%	4%	i	0%	i	-2%
11	O=C(NC1CCCCC1)c1cc(-c2ccco2)on1	i	i	2%	-1%	i	-1%	-14%	i	-13%	i	7%
1	COC(=O)C1Cc2c([nH]c3ccccc23)C(C)N1 (stereo not given)	i	?	13%	-3%	i	-8%	-7%	i	2%	?	?

Next part:
#	SMILES	Rhodamine autofl	A350 fluor	ERK AVP block	Caspase-7 inhib	Fluorescein fluor	Casp1 inh	Tau fil binding	TexasRed autofl	FLuc inh	4MU fluor	HEK293 cAMP cs
31	COc1ccc(N2C(=O)C3CCCN3C2c2ccc(F)cc2)cc1Cl (stereo not given)	i	i	16%	0%	i	-1%	-4%	i	1%	i	9%
32	CC(C)(CC(=O)O)Cc1nc(-c2ccc(Cl)cc2)no1	.	.	.	0%	.	-1%	-2%	.	-2%	.	?
33	CC1(C)CC2(CC(C)(C)N1)OC(=O)N1CCc3ccccc3C12C (stereo not given)	.	.	.	1%	.	-1%	-5%	.	1%	.	2%
34	CC(=O)OC[C@H]1O[C@@H](CCO/N=C2/[C@H]3O[C@@H]3[C@@H](O)[C@H]3[C@H]2CCn2c(=O)n(-c4ccccc4)c(=O)n23)C=C[C@@H]1OC(C)=O	.	.	-9%[11.5 µM]	-4%[11.5 µM]	.	3%[11.5 µM]	.	.	0%[11.4 µM]	.	-4%[11.4 µM]
35	COC(=O)C1C(=O)NC(SC)=C(C#N)C1c1ccccc1 (stereo not given)	i	?	3%	0%	i	3%	-2%	?	0%	i	12%
36	O=C(NCc1ccccc1Cl)C1CCN(C(=O)c2sccc2-n2cccc2)CC1	.	.	-18%	-4%	.	0%	40%	.	-1%	.	?
37	N#Cc1cc(C(=O)c2cc(Br)ccc2O)cn(C2CC2)c1=O	i	i	7%	-3%	i	-3%	-17%	?	1%	i	-8%
38	COc1ccc(C(=O)CSc2nccc(=O)[nH]2)cc1	i	i	-17%	0%	i	-2%	9%	i	-1%	i	6%
39	S=C(c1ccc(-c2ccccc2Cl)o1)N1CCOCC1	.	.	25µM*	-2%	.	-3%	16µM*	.	16µM*	.	21%
40	COc1ccc(NC(=O)C2C(=O)N(C)C3(C)CC2c2ccccc2O3)cc1 (stereo not given)	i	i	-2%	0%	i	0%	-2%	i	0%	i	7%
41	CCCCCCC(C)n1[nH]c(=O)c2c(C)cc(=O)[nH]c21 (stereo not given)	i	i	-13%	0%	i	-3%	-2%	i	4%	i	15%
42	O=C1CC(SCc2nc3ccccc3[nH]2)C(=O)N1c1cccc(F)c1 (stereo not given)	i	?	-19%	-19%	?	?	25%	i	0%	i	1%

Source: PubChem BioAssay (National Center for Advancing Translational Sciences (NCATS))
